Screens: PubChem BioAssay, several laboratories
Platelet DG rel = modulates dense granule release in human platelets. human platelet-rich plasma, SFLLRN dense granule ATP release, luminescence. inhibition, %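 (compounds screened at 7.5 µM in platelet-rich plasma)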. 300,000 tested, 0.22% active;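 active means mean replicate score, as percent of positive control, at or above 50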
GSK3A inh = blocks human GSK-3 alpha kinase | inhibition, % at 10 µM | ADP-Glo luminescence, 60 min | P49840 | 320,000 tested, 0.1% active;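 in the data active means inhibition above about 50%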;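 further: GST-tagged GSK-3 alpha with peptide substrate and 25 µM ATP; 0% = DMSO neutral wells and 100% = GW8510 positive control wells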
Target sequence (P49840 whole entry, looked up): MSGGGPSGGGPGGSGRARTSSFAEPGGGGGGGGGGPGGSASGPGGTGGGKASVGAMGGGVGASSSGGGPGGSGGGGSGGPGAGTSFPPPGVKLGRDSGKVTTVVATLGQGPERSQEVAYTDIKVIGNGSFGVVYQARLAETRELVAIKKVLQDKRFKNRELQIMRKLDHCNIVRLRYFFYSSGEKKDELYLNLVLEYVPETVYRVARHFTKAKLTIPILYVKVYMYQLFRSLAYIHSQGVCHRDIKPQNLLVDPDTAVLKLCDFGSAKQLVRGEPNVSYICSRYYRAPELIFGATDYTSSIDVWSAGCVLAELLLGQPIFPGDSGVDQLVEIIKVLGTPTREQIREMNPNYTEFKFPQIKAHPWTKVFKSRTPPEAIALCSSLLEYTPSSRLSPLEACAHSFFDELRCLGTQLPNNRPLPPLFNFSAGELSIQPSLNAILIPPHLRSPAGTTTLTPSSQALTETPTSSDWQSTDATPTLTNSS
IEC-6 tox = kills IEC-6 intestinal cells in KLF5 counter-screen | IEC-6 cytotoxicity, luminescence viability | inhibition, % at 5 µM | 290,000 tested, 0.78% active; in the data active means inhibition above about 22%;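 further: 0% = plate median of test compound wells and 100% = cytotoxic reference compound wells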
HSP90 inh = inhibitors of HSP90 luciferase refolding in rabbit reticulocyte lysate; AID 1789; luciferase refolding luminescence, 3 h; inhibition, % at 5.6 µM; 290,000 tested, 0.91% active;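 active means inhibition above the screen-wide mean plus 3 SD, computed separately per campaign, cut at about 16% in these data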;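 further: 0% = DMSO wells and 100% = 60 µM geldanamycin wells; inhibitors lower the luminescence because luciferase stays unfolded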
aSyn 5UTR inh = MLPCN primary screen, SNCA 5' untranslated region; AID 1813; inhibition, % (tested at 7.5 µM); alpha-synuclein 5'UTR reporter, inhibitor activity; 300,000 tested, 0.82% active; in the data active means inhibition above about 60%;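 further: H4 neuroglioblastoma cells stably carrying SNCA 5'UTR luciferase fusion; 0% = DMSO wells and 100% = positive control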
GSK3beta inhib = inhibitors of human GSK3beta kinase; activity score (negative = inhibition), % at 10 µM; GST-GSK3beta kinase, ADP-Glo luminescence, 60 min; stronger effect = lower value; 300,000 tested, 0.038% active;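 active means more than half of replicate wells score below -50%, meaning over 50% inhibition versus plate controls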;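 further: 0% = median DMSO wells and -100% = median GW8510 positive control wells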
Target sequence (P49841 whole entry, looked up): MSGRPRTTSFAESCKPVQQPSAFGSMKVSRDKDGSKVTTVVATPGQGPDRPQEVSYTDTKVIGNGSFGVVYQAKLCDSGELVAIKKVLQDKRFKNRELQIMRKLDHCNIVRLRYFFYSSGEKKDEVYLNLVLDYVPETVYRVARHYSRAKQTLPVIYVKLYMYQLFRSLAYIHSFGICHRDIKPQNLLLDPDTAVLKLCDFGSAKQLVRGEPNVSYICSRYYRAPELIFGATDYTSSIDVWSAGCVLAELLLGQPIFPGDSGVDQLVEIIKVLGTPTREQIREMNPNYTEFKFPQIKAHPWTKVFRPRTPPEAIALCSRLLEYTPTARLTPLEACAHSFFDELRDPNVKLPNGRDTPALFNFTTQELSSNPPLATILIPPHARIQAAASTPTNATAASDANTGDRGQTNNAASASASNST
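Test system: GST-tagged human GSK3beta kinase, cell-free; evaluation: activity score scaled between in-plate DMSO and GW8510 controls; measured by: ADP-Glo luminescence; incubation: 60 min reaction, RT; benchmarks: DMSO and 20 µM GW8510; reagent: peptide substrate plus 25 µM ATP (final); medium: Tris/MgCl2 kinase buffer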
DYRK1A inh = Dyrk1A (rat) kinase inhibition. 310,000 tested, 0.43% active. ADP-Glo luminescence, NFATc1 peptide. inhibition, % at 12.5 µM. Q63470; in the data active means inhibition above about 50%;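 further: plate controls were vehicle with enzyme for no effect and no enzyme for full effect; many of its hits are not listed in these tables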
HSF-1 act = increases HSF-1 driven luciferase reporter signal. NIH3T3-HGL HSF-1 luciferase reporter, MG132, 8 h; 100% = twice DMSO control signal. activation, % at 9 µM. 300,000 tested, 1.7% active. AID 504408;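 active means mean replicate activation of at least 50% with a set share of replicates each reaching 50%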;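 further: 0% = median of the neutral control wells and 100% = twice that signal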
HSF1 inhib = HSF1 inhibition; activity change, negative = inhibition, % at 7.5 µM (by protocol); NIH3T3-HGL HSE-luciferase, MG132-induced, luminescence 8 h; stronger effect = lower value; 300,000 tested, 0.77% active;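 active means more than half of replicate wells show activity change below -50%, luminescence cut by over half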;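 further: luciferase reports HSF-1 transcriptional activity via heat shock element; 0% = median of DMSO wells and -100% = zero luminescence signal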
KLF5 inhibitor = kruppel-like factor 5 inhibition; DLD-1 KLF5 promoter-luciferase reporter, luminescence; inhibition, % at 5 µM; 290,000 tested, 0.23% active; AID 1700;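 active means inhibition above a per-plate limit of that plate's mean compound inhibition plus 3 SD, cut at about 60% in these data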;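 further: 0% = DMSO wells and 100% = LY294002 at 200 µM; higher means less KLF5 promoter-driven luciferase light; inactives centre near -14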
* hit, by the source's call; . = no result given. Some of the compounds tested, so the mix of outcomes need not match the whole.

Every second line gives: Platelet DG rel | GSK3A inh | IEC-6 tox | HSP90 inh | aSyn 5UTR inh | GSK3beta inhib | DYRK1A inh | HSF-1 act | HSF1 inhib | KLF5 inhibitor
- CC(C)Cc1ccc(C(=O)Nc2ccc(Cc3ccncc3)cc2)o1
  13.9 | -1.3 | 3.7 | -4.1 | -11.7 | 1.8 | 13.3 | -21.0 | -13.3 | -39.4
- C=CCN1C(=O)C(Cc2ccc(F)cc2)S/C1=N/N=C/c1cccs1 (stereo not drawn)
  -0.7 | -2.7 | -12.4 | 4.1 | 6.5 | 0.9 | 6.8 | 9.7 | 14.9 | 8.9
- O=C(NCC(c1ccco1)N1CCCC1)c1cccc(NS(=O)(=O)c2ccc(Br)cc2)c1 (stereo not drawn)
  0.6 | -0.6 | . | . | -6.3 | 0.1 | 8.2 | 2.6 | -0.5 | .
- COc1ccc(OC)c(NC(=O)c2ccccc2NS(=O)(=O)c2cccc3cccnc23)c1
  2.0 | -1.8 | -3.4 | 2.7 | 26.8 | -6.3 | 13.0 | -17.1 | -3.2 | -5.3
- CCOC(=O)c1c(C=O)c(C)n(Cc2ccc(Cl)cc2)c1C
  4.5 | 0.2 | 0.2 | 0.1 | 34.2 | 2.2 | 2.0 | 16.3 | 6.9 | -20.8
- COc1cc(O)c(CC=C(C)C)c(O)c1C(=O)CCc1ccc(O)cc1
  2.8 | -2.3 | . | . | -42.1 | -6.2 | 8.3 | 6.9 | 4.0 | .
- CCOC(=O)C1(Cc2ccc(OC)cc2)CCN(C(=O)c2cc(C)nn2C)CC1
  -12.0 | -1.5 | -6.3 | -3.4 | 7.2 | . | 0.5 | 39.5 | 13.0 | -36.6
- Cc1ccc2cc(/C=N/NC(=O)[C@@H]3CCCN3)c(Cl)nc2c1
  -5.1 | -2.9 | 2.5 | 9.6 | 4.0 | 3.7 | -4.4 | 7.0 | -4.4 | -13.8
- CCN(C(=O)COc1ccc(C)nc1[N+](=O)[O-])C1CCS(=O)(=O)C1 (stereo not drawn)
  -5.0 | 0.1 | 1.1 | -0.5 | 15.6 | 2.0 | 1.1 | -4.9 | -2.0 | -7.6
- Cc1cc(OC(=O)c2ccccc2Br)c([N+](=O)[O-])c(=O)[nH]1
  14.8 | -0.6 | -3.4 | -0.7 | 18.0 | 1.6 | -0.6 | -3.6 | -3.4 | -21.9
- O=C(Nc1ccc(Oc2cccnc2)cc1)c1ccccc1Cl
  -0.8 | 3.1 | 4.3 | 0.6 | -15.9 | 0.1 | 5.3 | . | . | -36.1
- COc1ccccc1S(=O)(=O)Cc1ccc(C(=O)NCc2ccccc2)o1
  -0.3 | -0.8 | -2.8 | -3.2 | -5.3 | -1.3 | -2.1 | -26.9 | 0.0 | -23.9
- O=c1nccc(N/N=C/c2cccc(O)c2)[nH]1
  46.2 | 4.0 | -7.3 | 4.0 | -0.3 | -1.9 | 6.3 | 1.2 | 6.7 | -5.3
- CC(C)C(C(=O)NCc1ccco1)N(C(=O)CNS(=O)(=O)c1ccccc1)C1CCCC1 (stereo not drawn)
  -7.4 | -2.8 | -2.9 | -1.6 | -23.4 | -2.3 | -0.2 | 8.7 | -13.7 | 3.5
- O=C(c1cc2ccccc2oc1=O)N1CCCCCCC1
  4.6 | 2.8 | 11.5 | -2.0 | -3.2 | -2.6 | 6.5 | -46.4 | -32.1 | -28.4
- Cc1cccc(NC(=O)CSc2nnc(CNC(=O)c3ccco3)n2C)c1C
  -0.5 | 2.9 | . | . | -6.6 | -6.5 | 7.0 | -1.2 | -1.8 | .
- O=C(CCc1ccccc1)Nc1ccnn1C1CCN(Cc2ncc[nH]2)CC1
  2.9 | -0.8 | -2.7 | -6.8 | 5.0 | 0.5 | -5.1 | -2.2 | 0.7 | -6.9
- O=C(CSc1ccccc1)NCC1(N2CCCCC2)CCCCC1
  -0.9 | 2.5 | . | . | -7.0 | -3.5 | 12.2 | 0.9 | -1.4 | .
- CCN(CC(=O)Nc1c(F)cccc1F)C(=O)CNC(=O)C1CCCCC1
  -20.5 | -1.3 | . | . | -0.9 | 0.8 | -4.1 | 7.3 | -0.8 | .
- COC(=O)C1=C(C)NC(=O)NC1c1c(O)ccc2ccccc12 (stereo not drawn)
  3.9 | -3.4 | -0.9 | -3.4 | 25.8 | -1.4 | . | 14.9 | 3.8 | -8.2
- CCCOc1ccc(C(=O)NCC(C)(C)N2CCOCC2)cc1
  8.0 | -2.1 | -5.6 | 0.0 | 13.3 | 2.1 | . | -11.2 | -5.8 | -11.7
- CCOC(=O)CC1CCCCN1Cc1nc(-c2ccc(F)c(OC)c2)oc1C (stereo not drawn)
  -3.3 | -5.3 | 0.9 | -3.4 | 4.2 | -3.6 | 1.6 | 10.4 | -2.6 | -27.4
- COc1ccc(Cn2c(-c3ccc(OC)cc3)n[nH]c2=S)cc1
  3.2 | -0.9 | 5.6 | -1.1 | 16.5 | 0.0 | -4.6 | -1.8 | 1.8 | -13.8
- CCCN1C(=O)c2ccccc2NC1c1ccc(Cl)cc1 (stereo not drawn)
  8.4 | -0.5 | -8.1 | -1.6 | 1.0 | 1.7 | 0.5 | 11.7 | 6.7 | -34.3
- CCn1c(=O)c(C(=O)Nc2ccccc2C)c(O)c2ccccc21
  -8.2 | -2.8 | 1.9 | -4.6 | -80.5 | -2.7 | 0.1 | 11.5 | 5.7 | -17.5
- CCn1cc(C(=O)N[C@@H](C)C(=O)NCCO)c(=O)c2cc3c(cc21)OCO3
  -0.1 | 0.4 | -10.5 | -0.4 | 5.0 | -0.6 | -0.3 | 3.4 | 3.6 | -18.7
- C/C(N)=C(/C#N)C(=O)COC(=O)C(c1ccccc1)c1ccccc1
  -0.1 | -3.0 | 2.0 | -1.0 | 12.9 | -1.1 | . | 7.7 | -4.2 | -28.7
- Cc1ccc(S(=O)(=O)N2CCN(CC(=O)N(CC(C)C)c3c(N)n(CC(C)C)c(=O)[nH]c3=O)CC2)c(C)c1
  2.2 | -0.8 | -0.1 | 2.0 | 24.0 | -2.4 | 3.7 | -6.0 | -6.7 | -10.8
- CC(C)(C)OC(=O)N1CCCC1C(=O)NCCc1ccccc1 (stereo not drawn)
  -4.0 | -2.3 | -2.4 | -1.4 | 6.6 | 5.2 | 4.2 | -1.2 | 0.1 | -20.6
- CSCC[C@H](NC(=O)NCc1cccs1)C(=O)O
  -3.0 | . | 4.6 | 3.0 | 13.1 | -2.1 | -12.6 | 1.4 | -7.7 | 16.1
- COc1ccc(OC)c(/C=N/NC(=O)c2cc[n+](Cc3ccccc3)cc2)c1
  -19.9 | 1.5 | 1.6 | -4.3 | -34.6 | -2.1 | -1.0 | 7.5 | -8.3 | -3.7
- Cc1c(C(=O)N2CCc3ccccc3C2)sc2nc(-c3ccccc3)cn12
  3.7 | 3.2 | -1.3 | 3.8 | -6.5 | 0.4 | -2.9 | 6.1 | 4.0 | -14.0
- CC(C)Cc1nnc(NC(=O)c2ccc3c(c2)NC(=O)C(C)S3)s1 (stereo not drawn)
  9.9 | -1.7 | . | . | 11.6 | 2.1 | 7.2 | 6.9 | -2.8 | .
- COc1ccc(CCN2CC(C(=O)NCCCn3nc(C)cc3C)CCC2=O)cc1 (stereo not drawn)
  -26.0 | -1.1 | -2.5 | -0.1 | 8.3 | 2.6 | 3.3 | -46.3 | -35.8 | -4.6
- COc1cc2nc(SCc3ccc(Cl)cc3Cl)n(Cc3cccs3)c(=N)c2cc1OC
  -11.4 | -1.5 | -5.2 | -9.9 | 8.4 | -1.2 | 0.7 | 17.5 | 4.3 | -38.7
- Cc1ccccc1S(=O)(=O)NC1OC(=O)C(Cl)=C1Cl (stereo not drawn)
  0.0 | -4.0 | 2.2 | 4.9 | -8.4 | 3.1 | -0.1 | . | . | 13.3
- COc1ccc(OC)c(C2=NOC(C(=O)Nc3ccc4c(c3)OCCO4)C2)c1 (stereo not drawn)
  10.7 | -2.2 | -7.9 | -1.0 | 13.6 | 1.6 | 1.1 | -4.4 | -0.3 | -11.6
- COc1ccc(N(CC(=O)N/N=C/c2ccc(-c3ccc([N+](=O)[O-])cc3)o2)S(=O)(=O)c2ccc(C)cc2)cc1Cl
  -2.7 | 0.0 | 2.1 | 3.5 | 11.8 | 1.7 | 6.9 | 23.2 | 5.5 | 1.4
- Cc1cc(-c2n[nH]c(=S)n2/N=C/c2c[nH]c3ccccc23)n[nH]1
  -1.1 | 21.2 | 5.4 | 3.7 | -6.4 | -13.4 | 31.1 | -6.8 | 3.5 | 2.4
- CC(CCc1ccccc1)NCc1cccc2ccccc12 (stereo not drawn)
  0.6 | 1.0 | 0.6 | -0.5 | 10.0 | -0.7 | -1.0 | 12.9 | 2.3 | -24.1
- COc1ccc(CCN2CCCC(CN(C)Cc3cc(OC)ccc3OC)C2)cc1 (stereo not drawn)
  3.5 | -3.1 | -5.7 | 0.9 | -3.0 | 2.4 | 2.7 | -4.6 | -7.0 | -53.4
- COc1cccc(NC(=O)NC2CCCCC2C)c1 (stereo not drawn)
  0.6 | -1.2 | -1.9 | -2.3 | -1.3 | 2.7 | -0.2 | 12.2 | -1.8 | 2.0
- Nc1nnc(-c2ccncc2)s1
  -1.9 | 7.0 | -2.2 | -1.2 | 12.8 | -0.3 | 25.1 | -7.0 | -16.2 | -9.4
- CCOC(=O)N1CCN(C(=O)C2CCN(S(=O)(=O)c3ccc(F)cc3)CC2)CC1
  8.7 | 3.0 | -0.6 | 2.0 | 15.1 | 2.3 | -3.9 | -4.4 | -11.6 | -19.7
- COc1ccc(N2C(=O)CCC(C(=O)N3CCCCCC3)C2c2ccc(OC)c(OC)c2)cc1 (stereo not drawn)
  2.3 | -0.3 | -2.4 | 3.7 | -9.4 | 5.3 | 1.0 | -14.0 | -2.3 | -41.6
- O=C(NC(=S)Nc1ccccc1C(=O)O)c1ccc(-c2ccc(Br)cc2)o1
  6.0 | 8.1 | 4.6 | 6.0 | -123.1 | -1.7 | -4.5 | -32.5 | -35.1 | -45.5
- Cc1cccc(/C=N/NC(=O)Cc2cccs2)c1
  24.5 | -0.6 | 1.6 | -0.7 | -73.8 | 0.1 | -0.2 | -4.4 | 2.4 | -49.5
- N#CCC(=O)Nc1sc2c(c1C(N)=O)CCCC2
  8.9 | 50.5* | -9.6 | -0.2 | 8.0 | 0.3 | 28.4 | 17.2 | 2.8 | -22.9
- O=C(CSc1nnc(CNc2ccc(F)cc2)o1)N1c2ccccc2Sc2ccccc21
  13.7 | -1.8 | -4.4 | 1.5 | 8.1 | 0.8 | 1.1 | 7.2 | 0.5 | 2.9
- COc1ccc(Cc2nnc(SCc3nc4ccccc4c(=O)[nH]3)o2)cc1
  2.3 | 1.4 | -3.8 | 3.4 | -2.9 | -3.9 | 3.7 | 2.1 | 4.3 | -15.2

A draw from above in order of SMILES length, rising:
Every second line gives: Platelet DG rel | GSK3A inh | IEC-6 tox | HSP90 inh | aSyn 5UTR inh | GSK3beta inhib | DYRK1A inh | HSF-1 act | HSF1 inhib | KLF5 inhibitor
- Cc1cccc(/C=N/NC(=O)Cc2cccs2)c1
  24.5 | -0.6 | 1.6 | -0.7 | -73.8 | 0.1 | -0.2 | -4.4 | 2.4 | -49.5
- N#CCC(=O)Nc1sc2c(c1C(N)=O)CCCC2
  8.9 | 50.5* | -9.6 | -0.2 | 8.0 | 0.3 | 28.4 | 17.2 | 2.8 | -22.9
- CCOC(=O)N1CCN(C(=O)C2CCN(S(=O)(=O)c3ccc(F)cc3)CC2)CC1
  8.7 | 3.0 | -0.6 | 2.0 | 15.1 | 2.3 | -3.9 | -4.4 | -11.6 | -19.7
